Screens (PubChem)
KOR beta-arrestin-1 = KOR agonists, beta-arrestin recruitment, primary screen, cell-based, luminescence, uHTS (AID 1777); activation, % at 10 µM, or EC50 in µM where a hit was titrated; KOR beta-arrestin recruitment, luminescence; higher % means a stronger effect; hit rate 0.02% among 280,000; in the data active means activation above about 50%, passing the limit was not always enough; further: a part of the inactive calls stands beside numbers as strong as those of hits
AID2073 = disruptors of CaV2.2 binding to Mint1 – biochemical, HTRF (AID 2073) | HTRF protein-protein interaction, Mint1-CaV2.2; higher % means a stronger effect | inhibition, % at 20 µM; hits with a dose series show IC50 in µM | hit rate 0.19% among 290,000; in the data active means inhibition mostly above about 51%, no sharp cut-off; inconclusive means no clear call, values can overlap the other calls; inactive means mostly below about 53%; further: some results filed as inactive read as strong as hits
Dengue-2 NS5 capping = flavivirus cap methylation enzyme inhibition – biochemical, confirmation dose response, primary screen (AID 588689); inhibition, % at 25 µM; hits with a dose series show IC50 in µM; hit rate 0.3% among 340,000; Dengue-2 NS5 methyltransferase capping enzyme assay, biochemical; higher % means a stronger effect; in the data active means a potency from the dose series; inconclusive means inhibition above about 29% without an active follow-up result
HIV fusion peptide = cell-free HIV fusion peptide-binding blockers – biochemical, uHTS, fluorescence dequenching, primary screen (AID 1986); one-dose inhibition, % at 20 µM; IC50 in µM for titrated hits; hit rate 0.3% among 290,000; cell-free peptide binding, fluorescence dequenching, 30 min; higher % means a stronger effect; in the data active means inhibition mostly above about 52%, no sharp cut-off; inactive means mostly below about 76%; further: some results filed as inactive read as strong as hits
HEK293 NOD2/NF-kB = NOD2 signaling inhibitors, cell-based, luminescence, uHTS, HEK293 (AID 1566); HEK293 NOD2/NF-kB luciferase reporter, luminescence; higher % means a stronger effect; hit rate 0.63% among 290,000; inhibition, % at 4 µM; hits with a dose series show EC50 in µM; further: many of its hits are not listed in these tables
NOD1 NF-kB reporter = NOD1 signaling inhibitors, primary screen, cell-based, luminescence, uHTS (AID 1578); NOD1-driven NF-kB luciferase reporter cells, luminescence; higher % means a stronger effect; one-dose inhibition, % at 4 µM; EC50 in µM for titrated hits; hit rate 1% among 290,000; in the data active means inhibition mostly above about 36%, no sharp cut-off; inactive means mostly below about 34%;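 further: HEK-293T reporter cells stimulated with the NOD1 agonist gamma-tri-DAP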
West Nile antiviral = inhibition of WNV-induced cytopathic effect – cell-based, CPE readout (AID 1621); CPE inhibition, % at 10 µM; hits with a dose series show IC50 in µM; West Nile virus-infected cells, CPE inhibition; higher % means a stronger effect; hit rate 0.02% among 290,000; in the data active means a potency from the dose series; inconclusive means CPE inhibition mostly from about 3.7% at the one dose, without a potency; inactive means the rest, 99 in 100 with CPE inhibition below about 2.2%; further: strong numbers were not always called active
KOR beta-arrestin-2 = KOR antagonists, beta-arrestin recruitment, cell-based, luminescence, uHTS (AID 1778); KOR beta-arrestin recruitment, luminescence, antagonist mode; higher % means a stronger effect; one-dose inhibition, % at 10 µM; IC50 in µM for titrated hits; hit rate 0.091% among 290,000; further: strong numbers were not always called active
Yfh1-off respiration = enhancers of respiration in Yfh1-depleted yeast, dose response, Friedreich's ataxia, plus single-dose screen (AID 1465) | hit rate 0.074% among 220,000 | fold induction at 50 µM; hits with a dose series show EC50 in µM | S. cerevisiae Yfh1-off respiration, WST-1 reduction, 72 h; higher fold induction means a stronger effect;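 active means fold induction of absorbance versus untreated yeast above a set limit, then at least 30% activation at any dose in follow-up; inconclusive means repeats straddling the limit, or above it without dose testing; inactive means fold induction below the set limit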;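 further: activators that raise dye reduction in frataxin-depleted yeast; strong numbers were not always called active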
Numbers without * were called inactive; i = inactive; ? = inconclusive; . = no result given; [ ] = another dose, or the depositor's remark. Unless noted, no stated cut-off is given here; in the data, active means inhibition above about 50%; inactive means the rest. This is a subset; the hit share may differ from the screen's.

#1 CCOC(=O)c1[nH]c2cc3c(cc2c1CCCN1C(=O)c2ccccc2C1=O)OCCO3
#2 O=C(NCc1ccc(Cl)cc1)c1ccc(CS(=O)Cc2cccc(Cl)c2)o1 (configuration not stated)
#3 Cc1ccc2c(c1)N(CC(=O)NCC(C)c1ccccc1)C(=O)c1cccnc1O2 (configuration not stated)
#4 COc1ccc(-c2cc(C(=O)N3CCN(c4ccccc4)CC3)no2)cc1OC
#5 CCn1ccnc1CN(C)C(=O)c1cc(COc2ccc(OC)c3ccccc23)on1
#6 O=C(N/C(=C\c1ccc(Br)cc1)C(=O)N1CCOCC1)c1ccc(Br)o1

Compound,1,2,3,4,5,6
KOR beta-arrestin-1,2.6%,2.6%,-3.3%,0.8%,3.0%,-3.3%
AID2073,0%,10%,-6%,-5%,-3%,15%
Dengue-2 NS5 capping,3%,-7%,2%,-6%,2%,-10%
HIV fusion peptide,0.4%,2.1%,-0.3%,-1.5%,2.5%,1.9%
HEK293 NOD2/NF-kB,17%,16%,5%,0%,9%,10%
NOD1 NF-kB reporter,-24%,-10%,-20%,-2%,-3%,10%
West Nile antiviral,-0.3%,-0.2%,-0.7%,-0.5%,-0.7%,-0.1%
KOR beta-arrestin-2,11%,2%,18%[20 µM],-10%,-9%,2%
Yfh1-off respiration,i,.,.,i,.,.

Sorted by length of the SMILES (descending): some entries from above.
#1 CCOC(=O)c1[nH]c2cc3c(cc2c1CCCN1C(=O)c2ccccc2C1=O)OCCO3
#3 Cc1ccc2c(c1)N(CC(=O)NCC(C)c1ccccc1)C(=O)c1cccnc1O2 (configuration not stated)
#6 O=C(N/C(=C\c1ccc(Br)cc1)C(=O)N1CCOCC1)c1ccc(Br)o1
#5 CCn1ccnc1CN(C)C(=O)c1cc(COc2ccc(OC)c3ccccc23)on1
#4 COc1ccc(-c2cc(C(=O)N3CCN(c4ccccc4)CC3)no2)cc1OC

Compound,1,3,6,5,4
KOR beta-arrestin-1,2.6%,-3.3%,-3.3%,3.0%,0.8%
AID2073,0%,-6%,15%,-3%,-5%
Dengue-2 NS5 capping,3%,2%,-10%,2%,-6%
HIV fusion peptide,0.4%,-0.3%,1.9%,2.5%,-1.5%
HEK293 NOD2/NF-kB,17%,5%,10%,9%,0%
NOD1 NF-kB reporter,-24%,-20%,10%,-3%,-2%
West Nile antiviral,-0.3%,-0.7%,-0.1%,-0.7%,-0.5%
KOR beta-arrestin-2,11%,18%[20 µM],2%,-9%,-10%
Yfh1-off respiration,i,.,.,.,i

Remaining list, next part.
#7 COc1ccccc1Nc1nc2ccc(C)cc2cc1C#N
#8 Cc1cc(C)cc(Nc2cnn(C34CC5CC(CC(CC(=O)O)(C5)C3)C4)c(=O)c2Cl)c1
#9 CCOC(=O)c1ccc(NC(=O)Nc2c(C)n(C)n(-c3ccccc3)c2=O)cc1
#10 Cc1nn(C)cc1CNC(=O)C1CCC(=O)N(CC2CCCCC2)C1 (configuration not stated)
#11 Cc1cccc(N2CCN(C(=O)c3cccn4c(=O)c5c(C)c(C)sc5nc34)CC2)c1C
#12 CCCCCC(=O)Oc1cccc(N2C(=O)C3CCCCC3C2=O)c1 (configuration not stated)

Compound,7,8,9,10,11,12
KOR beta-arrestin-1,2.8%,1.1%,3.6%,-1.7%,-2.1%,-0.6%
AID2073,48%,-3%,2%,-3%,17%,9%
Dengue-2 NS5 capping,?,1%,0%,-4%,-2%,-7%
HIV fusion peptide,31%,6.0%,-0.1%,-0.3%,15%,4.1%
HEK293 NOD2/NF-kB,-16%,1%,7%,-4%,-14%,7%
NOD1 NF-kB reporter,34%,-14%,-17%,-24%,-46%,-1%
West Nile antiviral,.,-0.5%,-0.3%,0.0%,-0.8%,0.6%
KOR beta-arrestin-2,-24%,18%,-12%,16%,-48%,10%
Yfh1-off respiration,.,i,.,.,i,i

#13 CCCc1nnc(NC(=O)CCC(=O)N2CCN(CCOc3ccc(C)cc3)CC2)s1
#14 CC(NC(=O)c1cc(S(=O)(=O)N(C)C)ccc1Cl)C1CC2CCC1C2 (configuration not stated)
#15 Cc1ccc(C(=O)Nc2ccc(C)c(S(=O)(=O)N3CCOCC3)c2)c(C)c1
#16 CCCCn1c(CCNC(=O)CCC)nc2ccccc21
#17 CC1(C)Cc2ccccc2C(NNC(=O)c2cccnc2)=N1
#18 CCc1ccc(NS(=O)(=O)c2ccc3[nH]cc(C(=O)NCC4CCCO4)c(=O)c3c2)cc1 (configuration not stated)

Compound,13,14,15,16,17,18
KOR beta-arrestin-1,3.0%,-2.8%,-5.3%,-6.0%,6.8%,-4.8%
AID2073,-5%,-1%,-4%,-1%,2%,8%
Dengue-2 NS5 capping,-2%,-11%,-4%,-1%,-2%,10%
HIV fusion peptide,-0.7%,-0.7%,0.6%,-1.5%,0.8%,0.7%
HEK293 NOD2/NF-kB,19%,13%,3%,8%,8%,8%
NOD1 NF-kB reporter,10%,-9%,-25%,-12%,-14%,-9%
West Nile antiviral,-0.7%,-0.7%,0.7%,-0.3%,0.4%,.
KOR beta-arrestin-2,-22%,-35%,3%,-7%,-32%,17%
Yfh1-off respiration,i,.,.,i,i,.

#19 CS(=O)(=O)N1CCc2cc(C(=O)N3CCN(c4cccc(Cl)c4)CC3)ccc21
#20 CC(C)(C)c1ccc(CNC(=O)c2ccc3c(c2)NC(=O)CO3)cc1
#21 CCCn1c(C(O)c2ccc(OC)c(OC)c2)nc2ccccc21 (configuration not stated)
#22 CCc1ccc(C(C(=O)NCc2ccc(OC)cc2)N(CCOC)C(=O)Cc2cccs2)cc1 (configuration not stated)
#23 CC1(C)CC(=O)C=C(NCCN2CCN(C(=O)Nc3ccccc3)CC2)C1
#24 S=C(NCC1CCCO1)Nc1cccc2ccccc12 (configuration not stated)

Compound,19,20,21,22,23,24
KOR beta-arrestin-1,9.3%,-1.7%,-3.3%,3.0%,0.4%,-0.6%
AID2073,13%,4%,13%,?,-4%,-16%
Dengue-2 NS5 capping,3%,-11%,0%,0%,-3%,4%
HIV fusion peptide,0.8%,-0.3%,-1.3%,-1.1%,0.0%,-0.2%
HEK293 NOD2/NF-kB,19%,-6%,20%,-8%,7%,12%
NOD1 NF-kB reporter,4%,-35%,21%,.,-16%,-3%
West Nile antiviral,-0.5%,-0.4%,-0.9%,0.4%,0.3%,-0.3%
KOR beta-arrestin-2,-23%,-19%,-46%[20 µM],0%,-3%,-5%
Yfh1-off respiration,.,i,.,i,i,i

#25 COc1ccc(-c2n[nH]c(C)c2-c2cscn2)c(O)c1
#26 CN(Cc1c(F)cccc1Cl)S(=O)(=O)c1cccs1
#27 O=C(CSc1nnc(CN2CCCCCC2=O)n1-c1ccccn1)NCC(F)(F)F
#28 O=S(=O)(c1cnccc1N1CCN(/N=C/c2ccc(Cl)cc2)CC1)N1CCCCC1
#29 CCN(CC)CCNCc1cc(Cl)ccc1OCc1ccccc1F
#30 COc1ccccc1CCC(=O)Nc1ccc2c(c1)CN(Cc1ccc(CO)o1)CC2

Compound,25,26,27,28,29,30
KOR beta-arrestin-1,3.5%,1.9%,-7.1%,-1.2%,-1.1%,1.7%
AID2073,9%,-6%,-4%,-14%,-6%,12%
Dengue-2 NS5 capping,1%,-6%,-8%,-5%,-4%,-6%
HIV fusion peptide,-3.4%,1.5%,-0.5%,-2.3%,-0.4%,11%
HEK293 NOD2/NF-kB,26%,-1%,-1%,5%,-7%,16%
NOD1 NF-kB reporter,-7%,-35%,4%,21%,-25%,12%
West Nile antiviral,-0.3%,-0.6%,-0.3%,0.8%,-1.3%,-0.3%
KOR beta-arrestin-2,6%,2%,-10%,-1%,-64%[20 µM],-14%
Yfh1-off respiration,i,.,i,i,i,.

#31 O=S(=O)(c1ccccc1)c1cnc(-c2cccnc2)nc1-c1ccc(Cl)c(Cl)c1
#32 COc1ccc(CCN(C)C(=O)c2cnc(C)cn2)cc1OC
#33 O=C(O)c1ccc(NS(=O)(=O)/C=C/c2ccccc2)cc1O
#34 Cc1cc(Oc2ccc(=O)n(C)n2)nc(SCC(N)=O)n1
#35 CCOC(=O)CSc1nc(-c2ccccc2)nc2ccc(F)cc12
#36 COc1ccc(NC(=O)N2CCCCC2)cc1

Compound,31,32,33,34,35,36
KOR beta-arrestin-1,-1.6%,1.6%,-9.9%,0.3%,1.2%,3.3%
AID2073,-1%,7%,4%,-4%,1%,12%
Dengue-2 NS5 capping,-3%,0%,2%,5%,-6%,2%
HIV fusion peptide,4.6%,-1.2%,-2.2%,2.3%,-0.9%,-2.5%
HEK293 NOD2/NF-kB,-2%,-17%,4%,12%,10%,-23%
NOD1 NF-kB reporter,-1%,-43%,8%,-2%,-22%,.
West Nile antiviral,?,-0.5%,0.3%,-0.1%,0.1%,-0.5%
KOR beta-arrestin-2,-2%,-1%,-31%,1%,-5%,29%
Yfh1-off respiration,i,.,i,i,i,i

#37 COc1ccc(C2C(C#N)=C(N)OC3=C2C(=O)CCC3)cc1Cn1cc([N+](=O)[O-])cn1 (configuration not stated)
#38 CCC(C)NC(=O)CN(c1ccc(OC)cc1)S(=O)(=O)c1ccccc1 (configuration not stated)
#39 CC(=O)n1nc(-c2ccc(Cl)cc2)nc1NCc1ccco1
#40 COc1ccc(N(CC(=O)N/N=C/c2cc(Br)c(C)o2)S(=O)(=O)c2ccc(NC(C)=O)cc2)cc1
#41 CCn1c(SCc2ccc(C)cc2)nnc1C1CCN(S(=O)(=O)c2ccc(OC)cc2)CC1
#42 COc1ccccc1CNc1ccc2c(c1)CCC2

Compound,37,38,39,40,41,42
KOR beta-arrestin-1,-5.2%,.,71%,.,-1.3%,-5.1%
AID2073,9%,8%,36%,?,-8%,-1%
Dengue-2 NS5 capping,-7%,.,-1%,-11%,-6%,8%
HIV fusion peptide,-0.6%,1.1%,-2.0%,12%,-2.5%,1.9%
HEK293 NOD2/NF-kB,3%,8%,-18%,10%,32%,9%
NOD1 NF-kB reporter,-3%,-39%,18%,0%,15%,-14%
West Nile antiviral,-0.6%,-0.1%,0.4%,-0.4%,-1.0%,-0.6%
KOR beta-arrestin-2,14%,-4%[20 µM],2%,45%[20 µM],-14%,1%[20 µM]
Yfh1-off respiration,i,i,i,i,i,.

#43 N/C(=N\OC(=O)Cc1ccccc1)c1cccc(Br)c1
#44 CC(=O)Nc1ccc(S(=O)(=O)Nc2ccccc2C(=O)NCc2cccnc2)cc1
#45 Cn1cccc1Cc1nnc(SCC(=O)N2CCc3ccccc32)n1CCc1ccccc1
#46 Nc1cc(=O)[nH]c(SCc2cccc3ccccc23)n1
#47 CON1C(=O)C(=O)N(OC)C2CCCCCC21 (configuration not stated)

Compound,43,44,45,46,47
KOR beta-arrestin-1,-3.3%,-3.0%,-0.1%,-0.1%,-1.5%
AID2073,-4%,-2%,49%,6%,10%
Dengue-2 NS5 capping,-3%,7%,-4%,3%,-5%
HIV fusion peptide,1.3%,-0.4%,-0.5%,-0.5%,0.5%
HEK293 NOD2/NF-kB,-27%,1%,0%,38%,11%
NOD1 NF-kB reporter,-24%,-5%,40%,0%,-21%
West Nile antiviral,-0.1%,1.7%,-0.1%,-0.5%,-0.4%
KOR beta-arrestin-2,-10%,12%,2%,-22%,8%
Yfh1-off respiration,i,.,i,.,i
